HTR1E agonist: agonists of human 5-HT1E serotonin receptor | CHO 5-HT1E Ga15 NFAT-bla reporter, FRET; 0% DMSO wells, 100% control agonist wells | hit rate 0.69% among 65,000 | P28566 | activation, % at 6 µM;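 active = activation above a set limit, the screen-wide mean activation plus 3 SD, cut at about 8.5% in these data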;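 note: 100% = positive control agonist at 1 µM giving full maximal response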
Target sequence (P28566 whole entry, looked up): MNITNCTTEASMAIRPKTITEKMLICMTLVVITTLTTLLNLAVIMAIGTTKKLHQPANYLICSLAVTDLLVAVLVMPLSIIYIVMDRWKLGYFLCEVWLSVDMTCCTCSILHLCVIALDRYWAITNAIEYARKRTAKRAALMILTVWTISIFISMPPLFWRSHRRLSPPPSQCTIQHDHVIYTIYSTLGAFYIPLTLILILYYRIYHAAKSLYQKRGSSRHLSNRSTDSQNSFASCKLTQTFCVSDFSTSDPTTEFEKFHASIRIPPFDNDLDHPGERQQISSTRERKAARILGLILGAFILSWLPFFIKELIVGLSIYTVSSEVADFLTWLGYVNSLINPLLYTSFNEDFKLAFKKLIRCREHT
S1P1 ag pot: agonists and agonism potentiators of human S1P1 receptor. P21453. S1P1 CRE-bla cells, forskolin, beta-lactamase FRET, potentiator mode; S1P1 agonist co-added at EC20, 2 nM; 100% = saturating reference agonist, 0% = basal. activation, % at 9.5 µM. hit rate 0.57% among 56,000. AID 449;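 active = activation above a cutoff set at the mean activation of all tested compounds plus 3 SD, cut at about 54% in these data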;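 note: forskolin at 4 µM as EC80 and the EC20 agonist is SEW2871; 100% = SEW2871 at its EC100 plus forskolin at EC80; some compounds past the cut are filed as inactive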
SF1 activator: SF-1 (human) activation. CHO-K1 Gal4-SF-1 LBD luciferase reporter; % increase over DMSO SF-1-specific signal. activation, % at 10 µM. hit rate 1.9% among 65,000;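 active = activation above the mean activation of all tested compounds plus 3 SD, cut at about 50% in these data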
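Material: Transient Gal4-SF-1 LBD reporter, CHO-K1 | Input: 4,000 cells/well | Dosing: One dose, 10 µM compound, 1% DMSO | Incubation: 20 h compound treatment, 37 °C | Detection: SteadyLite luciferase luminescence | Evaluation: Percent activation relative to DMSO median and mock-transfected background | Benchmarks: DMSO-treated SF-1-transfected cells as negative, DMSO-treated mock-transfected cells lacking SF-1 as background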
S1P3 agonist: S1P3 (human) receptor agonism; hit rate 0.1% among 60,000; activation, % at 4.5 µM; S1P3 NFAT-BLA reporter cells, FRET ratio; relative to 1 µM S1P, basal subtracted; Q99500;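 active = activation above the screen-wide mean plus 3 SD, cut at about 4.5% in these data, passing the limit was not always enough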; note: some compounds called inactive have numbers as strong as hits
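Benchmarks: high control 1 µM S1P / System: stable CHO line with human S1P3, Gα16, NFAT-BLA reporter / Dosing: single compound concentration, 4.5 µM final / Timing: 4 h compound at 37 °C, 2 h substrate at RT / Measured by: FRET β-lactamase substrate fluorescence, excitation 405 nm, 460/535 nm emission ratio, background-subtracted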
RORA act: RORA (human) activation. P35398. CHO-K1 Gal4-RORA LBD luciferase reporter, luminescence; percent increase over mock-subtracted basal signal. activation, % at 10 µM. hit rate 1.5% among 65,000;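 active = activation above the mean of all tested compounds plus 3 SD, cut at about 49% in these data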;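 note: 0% = DMSO-treated RORA cells and 100% = added signal equal to DMSO minus mock-transfected cells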
AP ELISA ortho: orthogonal test for alternative complement pathway inhibitors. Human serum alternative complement pathway, LPS-coated ELISA, C3 deposition; tested in compound mixtures. inhibition, % at 5 µM. hit rate 0.08% among 62,000. AID 1235;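 active = inhibition above 30% in each of the two pooled mixtures holding the compound, so the lower value exceeds 30%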;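 note: 0% = serum in Mg-EGTA without compound and 100% = EDTA serum blank; some compounds past the cut are filed as inactive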
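Assay system: human serum alternative complement pathway, C3 deposition on LPS-coated wells; Dosing: 5 µM per compound in ten-compound mixtures; Detection: Anti-C3 ELISA, OD 450 nm; Buffer or medium: Mg2+-EGTA GVB++ buffer containing human serum at 1:15 dilution; Timing: 1 h at 37 °C; Replication: two different pools per compound.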
Ecoli tolC: blocks growth of E. coli BW25113 tolC mutant; OD615; growth inhibition, % at 10 µM (by protocol); hit rate 2.2% among 65,000; AID 573;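 active = growth inhibition at or above a cutoff equal to the mean over every tested compound plus 3 SD, cut at about 60% in these data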;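 note: growth measured after 20 h incubation at 37 °C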
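Test system: tolC-deleted E. coli BW25113; medium: LB with kanamycin 50 µg/mL; compound: single-point testing at 10 µM; incubation: 20 h compound exposure of bacteria at 37 °C; signal: OD at 615 nm; evaluation: growth inhibition in percent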
5-HT1A blocker: 5-HT1a (human) receptor antagonism. CHO 5-HT1a Ga15 NFAT-bla reporter, antagonist mode. inhibition, % at 10 µM. hit rate 0.68% among 62,000. AID 612;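 active = inhibition above the mean of all tested compounds plus 3 SD, cut at about 43% in these data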;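 note: receptor stimulated by 5-CT agonist at 100 nM near EC80; beta-lactamase reporter measured by ratiometric fluorescence of a cleavable substrate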
Target sequence (P08908 whole entry, looked up): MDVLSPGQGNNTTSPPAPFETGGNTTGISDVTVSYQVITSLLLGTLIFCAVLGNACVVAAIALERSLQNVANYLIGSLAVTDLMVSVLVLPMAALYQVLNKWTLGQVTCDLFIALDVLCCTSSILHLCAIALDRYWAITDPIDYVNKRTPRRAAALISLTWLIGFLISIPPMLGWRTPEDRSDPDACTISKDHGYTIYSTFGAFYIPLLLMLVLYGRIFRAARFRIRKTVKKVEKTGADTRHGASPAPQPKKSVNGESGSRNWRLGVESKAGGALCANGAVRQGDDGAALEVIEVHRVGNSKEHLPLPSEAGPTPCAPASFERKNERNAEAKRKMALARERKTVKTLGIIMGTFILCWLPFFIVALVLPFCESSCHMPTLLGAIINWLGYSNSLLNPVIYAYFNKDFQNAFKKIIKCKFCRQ
5HT1E antag: 5-HT1E (human) receptor antagonism | P28566 | CHO 5-HT1E Ga15 NFAT-bla reporter, FRET, antagonist | inhibition, % at 6 µM | hit rate 0.99% among 65,000 | AID 571;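 active = inhibition above a set limit, the mean inhibition across every tested compound plus 3 SD, cut at about 29% in these data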;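 note: signal is the 460 over 535 nm emission ratio of beta-lactamase substrate; 0% = agonist plus DMSO wells and 100% = wells without agonist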
An asterisk follows results filed as active; nt = no result given.

1) CCOCCCNC(=O)C1CCN(S(=O)(=O)N2CC(C)CC(C)C2)CC1 (centres undefined)
2) O=C(c1cc(-c2ccc3c(c2)OCO3)on1)N1CCOCC1
3) N#Cc1c2n(c3c(=O)[nH]cnc13)CCCC2
4) COCCn1c(CNc2ccc(F)cc2)nnc1SCC(=O)Nc1ccc(OC)cc1OC
5) Cc1ccc(-c2nn(CC(=O)Nc3ccc4c(c3)nc3n4CCOC3)c(=O)c3ccccc23)cc1
6) Cc1ccc(C(=O)OCC(=O)N2CC(=O)Nc3ccccc32)s1
7) CCN1CCn2c3c(c4cc(Br)ccc42)CCCC31 (centres undefined)
8) CSc1ccccc1NC(=O)c1cnc2n(c1=O)CCS2
9) N#Cc1cc2cc3c(cc2nc1N1CCCCC1)OCCO3
10) CCc1c(C)sc(NC(=O)c2cnn3cccnc23)c1C#N

assay / compound | 1 | 2 | 3 | 4 | 5 | 6 | 7 | 8 | 9 | 10
HTR1E agonist | 0.3 | 0.2 | -1.4 | 0.1 | 0.2 | -0.1 | 0.6 | -0.3 | 0.5 | -0.6
S1P1 ag pot | 7 | -20 | 1 | nt | -5 | -3 | -28 | -24 | -10 | 1
SF1 activator | 33 | 2 | -11 | 2 | 4 | 8 | -5 | 22 | 22 | -2
S1P3 agonist | -0.5 | 0.0 | -1.4 | nt | -1.4 | 0.2 | -1.1 | 0.8 | -0.8 | -1.4
RORA act | -21 | 2 | -12 | 18 | -18 | 4 | -1 | 16 | 16 | -8
AP ELISA ortho | -8 | 3 | 11 | 2 | 9 | 9 | 11 | 16 | 8 | 3
Ecoli tolC | 6 | -7 | -12 | -9 | -10 | 3 | 48 | -3 | -11 | -5
5-HT1A blocker | -5 | -10 | 15 | -17 | 25 | -10 | 23 | -13 | -1 | -4
5HT1E antag | 12 | -7 | -2 | -2 | 9 | -10 | -8 | -2 | 4 | 3

Molecules shown so far that contain sulfur:
1) CCOCCCNC(=O)C1CCN(S(=O)(=O)N2CC(C)CC(C)C2)CC1 (centres undefined)
4) COCCn1c(CNc2ccc(F)cc2)nnc1SCC(=O)Nc1ccc(OC)cc1OC
6) Cc1ccc(C(=O)OCC(=O)N2CC(=O)Nc3ccccc32)s1
8) CSc1ccccc1NC(=O)c1cnc2n(c1=O)CCS2
10) CCc1c(C)sc(NC(=O)c2cnn3cccnc23)c1C#N

assay / compound | 1 | 4 | 6 | 8 | 10
HTR1E agonist | 0.3 | 0.1 | -0.1 | -0.3 | -0.6
S1P1 ag pot | 7 | nt | -3 | -24 | 1
SF1 activator | 33 | 2 | 8 | 22 | -2
S1P3 agonist | -0.5 | nt | 0.2 | 0.8 | -1.4
RORA act | -21 | 18 | 4 | 16 | -8
AP ELISA ortho | -8 | 2 | 9 | 16 | 3
Ecoli tolC | 6 | -9 | 3 | -3 | -5
5-HT1A blocker | -5 | -17 | -10 | -13 | -4
5HT1E antag | 12 | -2 | -10 | -2 | 3

The listing continues:
11) COc1cccc(NC(=O)N(Cc2ccco2)C(C)c2cccs2)c1 (centres undefined)
12) COc1ccc(CC/C(=N\O)C2(O)CCCCC2)cc1
13) CC(=O)N(C(C)=O)c1c(C#N)c(C)n(-c2ccccc2)c1C(=O)c1ccccc1
14) Cc1ccc(-c2nnc(SCc3ccccc3F)o2)cc1
15) CC1=C(C(=O)OC2CCCCC2)C(c2cccnc2)n2ncnc2N1 (centres undefined)
16) CC1(C)Cc2nc(-c3ccccc3)n3cnnc3c2CO1
17) c1cc(-c2nnc3sc(C4CCCCC4)nn23)ccn1
18) CC(=O)C1=C(O)C(=O)N(CCN2CCOCC2)C1c1ccc(N(C)C)cc1 (centres undefined)
19) Clc1ccc(-c2noc(CN3CCCC3)n2)cc1
20) C/C(=N\S(=O)(=O)c1ccc(C)cc1)N1CCN(S(=O)(=O)c2ccccc2)C1

assay / compound | 11 | 12 | 13 | 14 | 15 | 16 | 17 | 18 | 19 | 20
HTR1E agonist | 0.3 | -1.2 | -0.6 | -0.7 | -0.4 | -0.5 | 17* | 0.7 | 0.7 | -0.1
S1P1 ag pot | nt | -13 | -26 | 93* | nt | nt | 21 | -4 | nt | 11
SF1 activator | -1 | 3 | 6 | 19 | -2 | -7 | 4 | -15 | 49 | -16
S1P3 agonist | nt | -0.1 | -1.4 | -0.1 | nt | nt | 0.0 | -0.7 | 3.8 | -0.6
RORA act | 2 | 5 | 19 | 33 | -19 | -20 | -22 | -9 | 17 | -9
AP ELISA ortho | 6 | 5 | 6 | 7 | 5 | 16 | nt | -12 | 6 | -2
Ecoli tolC | 26 | 12 | -8 | 59 | -5 | -9 | 17 | -8 | 0 | -4
5-HT1A blocker | 26 | 2 | 32 | 4 | -5 | 7 | nt | -11 | 2 | 0
5HT1E antag | 2 | 10 | 7 | -1 | -5 | 2 | 2 | -5 | -7 | -2

21) NC(=O)CCS(=O)(=O)c1ccccc1
22) O=C(CSc1c2c(nc3ccc(Cl)cc13)CCCC2)N1CCN(C(=O)c2ccco2)CC1
23) COc1ccc(C2C(C(=O)N3CCOCC3)c3ccccc3C(=O)N2c2ccc(OC)cc2)cc1 (centres undefined)
24) CCNc1nc(Oc2ccc(=O)[nH]n2)nc(SC)n1
25) CCN(CC)Cc1cc2ccccc2c2c1COC2
26) O=C(NCc1ccco1)c1ccc(CS(=O)(=O)Cc2ccc(Cl)cc2)o1
27) COc1ccc(N2CCN(C(=O)c3cc4c(-c5cccc(OC)c5)nn(C)c4s3)CC2)cc1
28) CCCCCOc1ccccc1C(=O)NCC(=O)O
29) CCCCN(c1ccccc1)c1ncnc2nc[nH]c12
30) CCOc1ccc(N(CC(=O)NCc2cccc(OC)c2)S(=O)(=O)c2c(C)noc2C)cc1

assay / compound | 21 | 22 | 23 | 24 | 25 | 26 | 27 | 28 | 29 | 30
HTR1E agonist | -0.7 | 0.6 | -0.1 | 0.0 | -0.5 | 0.1 | 1.3 | -0.1 | 1.4 | -0.1
S1P1 ag pot | -6 | -3 | -23 | nt | nt | 13 | -22 | -2 | 8 | -6
SF1 activator | 17 | -32 | 17 | 0 | 21 | 0 | 6 | -2 | -11 | 12
S1P3 agonist | -0.4 | -1.4 | -0.4 | -0.5 | nt | 1.0 | -1.1 | -3.2 | -0.5 | 0.6
RORA act | -2 | -18 | -4 | 13 | 1 | -13 | -8 | 0 | -7 | 2
AP ELISA ortho | 11 | 14 | 5 | -4 | -4 | 6 | 11 | nt | 15 | -7
Ecoli tolC | -19 | 32 | -1 | -6 | -12 | -1 | 20 | 18 | 14 | 8
5-HT1A blocker | -15 | 34 | -3 | 9 | 2 | -4 | 7 | nt | -6 | -3
5HT1E antag | -18 | 17 | -6 | 10 | 4 | -2 | -10 | 9 | 1 | 1

31) O=C(CCn1c(=O)oc2ccccc21)N1CCN(c2ccccc2F)CC1
32) CS(=O)(=O)N(CC(=O)N1CCCCCC1)c1cccc(Br)c1
33) O=C(NCc1ccc(F)cc1)c1noc2c1CCCCC2
34) Cc1cnc(C(=O)OCC(=O)N2c3ccccc3NC(=O)C2(C)C)cn1
35) COc1ccc(-c2noc(CN3C(=O)c4ccccc4C3=O)n2)cc1
36) CCc1ccc2nc(N3CCN(C)CC3)c(C#N)cc2c1
37) CCCN1Cc2cccc(C(=O)Nc3ccc(CN4CCCC4)cc3)c2C1=O
38) CCCCNC(=O)OCCNC(=O)NC
39) COCCn1c(SCC(N)=O)nc2c(c1=O)SC(C)C2 (centres undefined)
40) Cc1oc(/N=C/c2ccccc2O)c(C#N)c1C

assay / compound | 31 | 32 | 33 | 34 | 35 | 36 | 37 | 38 | 39 | 40
HTR1E agonist | 0.1 | 0.3 | 0.7 | -1.0 | 0.3 | -0.1 | 0.2 | 0.5 | -0.3 | 1.4
S1P1 ag pot | -6 | nt | -5 | -19 | -1 | -6 | 2 | -2 | -1 | -9
SF1 activator | -5 | 7 | 20 | 5 | 4 | 7 | 5 | 3 | -1 | -12
S1P3 agonist | 1.0 | nt | -0.2 | -0.1 | -0.8 | -0.1 | 0.1 | -0.5 | -0.5 | -0.6
RORA act | 7 | 5 | 18 | -5 | 1 | 1 | -15 | 10 | -1 | -3
AP ELISA ortho | 5 | 13 | 1 | 20 | -4 | 4 | 7 | 12 | 8 | -12
Ecoli tolC | -8 | -11 | 22 | -8 | -10 | -11 | -19 | -37 | -3 | -8
5-HT1A blocker | 2 | -5 | -1 | -5 | -15 | -11 | 6 | 0 | -21 | -24
5HT1E antag | -4 | -7 | -5 | -12 | -1 | 0 | 15 | 0 | -8 | -7

41) COc1ccc(S(=O)(=O)n2c(CCN3CCOCC3)nc3ccccc32)cc1
42) O=C(Nc1nc(-c2ccc(S(=O)(=O)N3CCCC3)cc2)cs1)c1ccco1
43) O=C(Cc1cccs1)Nc1ccc(S(=O)(=O)N2CCCCC2)cc1
44) CC(=O)NCCn1c(SCc2ccccc2F)nc2ccccc2c1=O
45) Cc1cc(-c2csc(N)n2)c(C)n1CCc1ccccc1
46) O=C(NCCCN1CCCC1=O)c1csc2ccccc12
47) Cc1cccc2nc(Cn3c(=O)n(CCC(=O)NCc4ccco4)c(=O)c4ccccc43)cc(=O)n12
48) O=C1c2ccccc2C(Nc2cccnc2)N1Cc1ccc2c(c1)OCO2 (centres undefined)

assay / compound | 41 | 42 | 43 | 44 | 45 | 46 | 47 | 48
HTR1E agonist | -0.5 | -0.1 | 0.5 | 0.0 | -0.3 | 0.3 | -0.7 | 0.5
S1P1 ag pot | 14 | nt | 10 | -17 | 16 | 0 | 0 | -14
SF1 activator | 5 | 3 | 19 | -13 | -6 | 47 | 0 | -6
S1P3 agonist | -1.4 | 0.2 | -0.5 | -1.1 | 1.4 | -0.7 | -0.7 | -0.1
RORA act | 16 | 28 | 14 | -14 | -18 | -9 | 16 | -13
AP ELISA ortho | 15 | 8 | 10 | 10 | 9 | -1 | 27 | 20
Ecoli tolC | 5 | -7 | 15 | 21 | 33 | -6 | -11 | 3
5-HT1A blocker | 10 | -11 | -4 | -19 | -12 | -7 | -3 | -1
5HT1E antag | 8 | 3 | 3 | 11 | -10 | -5 | 1 | 7

Screening results (PubChem BioAssay)
